# PostGolgi yeast – phenotypic screen on post-Golgi transport, primary screen; post-Golgi transport phenotypic cell assay; inhibition, % at 10 µM; 98,000 compounds, 0.9% hits; in the data active means inhibition above about 30%;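 further: yeast cells grown in 1536-well plates; yeast grown about 18 h at 30C before absorbance read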
# CYP2C9 act – human CYP2C9 activators, primary screen, biochemical, luminescence; 96,000 compounds, 1.4% hits; recombinant CYP2C9, luciferin-H conversion; active compounds read high; factor 1 = untreated enzyme, 0 = blocked; activation factor at 5 µM; AID 1024, 2008; Cytochrome P450 2C9 (Homo sapiens), P11712;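 active means activation factor of 2 or more for CYP2C9 at a 5 µM dose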;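 further: 0 = sulfaphenazole-blocked wells and 1 = vehicle-only wells; values of inactives mirror those of a sister screen read the other way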
# CYP2C19 activ – human CYP2C19 activators, primary screen, biochemical, luminescence; Cytochrome P450 2C19 (Homo sapiens), P33261; recombinant CYP2C19, luciferin-H EGE luminescence; active compounds read high; 0 = fully inhibited enzyme, 1 = untreated enzyme; activation factor at 5 µM; 96,000 tested, under 10 active; AID 1025, 2008;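 active means activation factor of at least 2 at 5 µM in the primary screen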;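 further: 0 = wells with 2.5 mM tranylcypromine and 1 = vehicle-only wells; values of inactives mirror those of a sister screen read the other way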
# EphB4 antag – EphB4-ephrin-B2 interaction antagonists, primary screen, biochemical, TNYL-RAW peptide probe, fluorescence polarization; Ephrin type-B receptor 4 (Homo sapiens), P54760; EphB4 LBD / TNYL-RAW-Alexa532 peptide; inhibition, % at 7 µM; 97,000 compounds, 0.15% hits; AID 720, 2007;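 active means inhibition above the screen-wide mean inhibition plus 3 SD, cut at about 15% in these data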;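 further: 0% = DMSO wells and 100% = excess unlabeled TNYL-RAW peptide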
# CYP2C9 inh – blockers of cytochrome P450 2C9 activity – biochemical, luminescence, ADME assay, primary screen. 96,000 compounds, 20% hits. P11712. CYP2C9 Supersomes, luciferin-H conversion. inhibition, % at 5 µM;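 active means blocking of liver enzyme CYP2C9 beyond about 50% at 5 µM, limit read from the data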; further: values of inactives mirror those of a sister screen read the other way
# Pyk2 oligo antag – antagonists of Pyk2 self-association, primary screen, Q293 cells, FERM NanoBiT luminescence, HTS; active compounds read low; 99,000 compounds, 0.83% hits; Protein-tyrosine kinase 2-beta (Homo sapiens), Q14289; z-score (the deposit names both 25 µM and 10 µM); AID 1347419, 2020;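 active means Z-score of -3 or lower, scaled per plate to the spread of control and sample wells; inactive means z-score above -3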;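 further: negative z-score means lost luminescence so less FERM oligomerization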
# Target sequence (Q14289 whole entry, looked up): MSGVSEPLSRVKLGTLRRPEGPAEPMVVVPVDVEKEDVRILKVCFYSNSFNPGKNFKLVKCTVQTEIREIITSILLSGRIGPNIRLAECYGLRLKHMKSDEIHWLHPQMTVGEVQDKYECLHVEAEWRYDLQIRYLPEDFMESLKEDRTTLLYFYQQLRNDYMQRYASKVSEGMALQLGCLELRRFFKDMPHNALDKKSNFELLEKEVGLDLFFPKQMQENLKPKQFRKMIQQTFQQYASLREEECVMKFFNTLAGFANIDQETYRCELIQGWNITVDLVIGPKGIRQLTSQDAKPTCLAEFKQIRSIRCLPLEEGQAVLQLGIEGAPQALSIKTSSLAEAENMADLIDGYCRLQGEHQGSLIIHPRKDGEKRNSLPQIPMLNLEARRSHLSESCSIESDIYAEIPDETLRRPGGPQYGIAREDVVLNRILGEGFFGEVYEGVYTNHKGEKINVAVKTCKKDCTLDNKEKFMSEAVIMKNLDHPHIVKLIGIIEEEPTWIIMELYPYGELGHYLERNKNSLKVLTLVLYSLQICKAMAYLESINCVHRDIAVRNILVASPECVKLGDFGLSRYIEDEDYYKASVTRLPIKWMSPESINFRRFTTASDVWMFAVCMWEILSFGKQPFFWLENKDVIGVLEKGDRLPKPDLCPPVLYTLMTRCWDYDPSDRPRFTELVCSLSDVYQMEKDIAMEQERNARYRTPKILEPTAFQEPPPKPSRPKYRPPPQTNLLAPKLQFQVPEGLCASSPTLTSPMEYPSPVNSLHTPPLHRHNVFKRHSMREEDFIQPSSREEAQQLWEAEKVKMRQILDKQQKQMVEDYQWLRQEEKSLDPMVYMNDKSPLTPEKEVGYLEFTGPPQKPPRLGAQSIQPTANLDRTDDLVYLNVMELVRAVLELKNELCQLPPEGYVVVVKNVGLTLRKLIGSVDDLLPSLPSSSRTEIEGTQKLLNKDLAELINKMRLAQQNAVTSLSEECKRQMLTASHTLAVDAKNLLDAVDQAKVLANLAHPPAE
# PLAP act – PLAP enzyme activators, biochemical, luminescence, HTS; Alkaline phosphatase, placental type (Homo sapiens), P05187; purified PLAP enzyme, luminescent substrate read-out; active compounds read high; activation fold at 20 µM; 96,000 compounds, 1.2% hits; AID 696, 2007; in the data active means activation fold above about 2
# CYP2C19 inhib – blockers of cytochrome P450 2C19 activity – biochemical, luminescence, ADME assay, primary screen; P33261; CYP2C19 Supersomes, luciferin-H EGE luminescence, 30 min; inhibition, % at 5 µM; 96,000 compounds, 21% hits;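 active means CYP2C19 inhibition above a set limit at 5 µM in the primary screen, cut at about 50% in these data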;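 further: plate controls were negative control wells for no effect and 2.5 mM tranylcypromine positive control for full effect; values of inactives mirror those of a sister screen read the other way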
# E coli WT exp – growth inhibitors of wild-type E. coli, primary screen, strain BW25113, expanded library, OD600 | growth inhibition, % at 100 µM | AID 710, 2007 | 98,000 compounds, 0.15% hits | OD600 absorbance;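 active means growth inhibition above about 50% at one test dose, limit read from the data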;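 further: growth measured after 20 h incubation at 37 °C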
# * hit, by the source's call; x = no result given. Not a hit list; overall some 31% were active at least once.
SMILES,PostGolgi yeast,CYP2C9 act,CYP2C19 activ,EphB4 antag,CYP2C9 inh,Pyk2 oligo antag,PLAP act,CYP2C19 inhib,E coli WT exp
O=C(N/N=C/c1ccsc1)c1cc(O)cc(O)c1,-0.8,0.9,0.9,3.2,5.4,0.26,1,7.0,8.0
Cc1c(C(=O)Nc2cnccn2)oc2ccccc12,-0.2,0.9,0.8,0.7,6.6,0.11,0.8,20.4,-12.0
C/C(Cn1nnc([N+](=O)[O-])n1)=N\NC(=O)c1ccccc1,5.0,1.1,0.9,-2.1,-9.9,-0.39,1,12.0,16.0
CS(=O)(=O)N1CCC(C(=O)Nc2ccc(Cl)c(C(F)(F)F)c2)CC1,-3.8,0.7,0.7,-6.5,32.9,0.08,0.9,34.4,6.0
N#Cc1c(NCc2ccccc2)ccnc1NCc1cccnc1,-0.2,0.4,0,9.5,56.3*,-1.33,0.8,98.6*,4.0
OCc1ccc(O)c2ncccc12,-19.8,1.2,0.9,4.8,-22.3,-0.1,1.6,7.3,14.0
CCc1ccc(OCC(=O)NC(NC(=S)Nc2ccc(C)cc2C)C(Cl)(Cl)Cl)cc1 (stereo not drawn),-5.0,0.4,0.5,-6.6,56.9*,-0.06,1,54.1*,1.0
O=C(O)CNC(=O)CC12CC3CC(CC(C3)C1)C2,-1.0,1,1.1,0.2,-1.7,1.39,1,-11.3,6.0
N#CC1=C(N2CCCCC2)c2cc3c(n2C1=O)CCCC3,-13.1,0.5,0.5,1.7,45.9,0.2,1.2,45.1,-1.0
CCCC1CC(=O)OC1(C)C(=O)CSc1n[nH]c(-c2ccccc2)n1 (stereo not drawn),-6.1,1,0.7,0.2,4.5,x,1.4,33.6,-3.0
OCCCc1nc2n(n1)C(c1cccs1)C=C(c1ccccc1)N2 (stereo not drawn),-1.3,0,0.4,4.9,96.2*,x,1.5,58.1*,1.0
Cc1ccc(OCc2nnc(NC(=O)OCC(C)C)s2)cc1,-3.6,0.8,0.9,-5.4,20.2,0.53,1.3,5.9,-9.0
CN(C)CCNc1nc2c(c(=O)[nH]c(=O)n2C)n1CC(O)COc1ccc(Cl)cc1 (stereo not drawn),9.9,1,1.1,4.4,-3.2,1.1,1.2,-11.4,-3.0
CC(O)c1nc2ccccc2n1Cc1nnc(-c2ccc(Cl)cc2)o1 (stereo not drawn),-2.9,0.7,0.3,0.2,33.8,-0.13,1.2,66.4*,3.0
CC(=O)C(C(C)=O)c1c(Cl)c(O)c(O)c2c(C(=O)c3ccccc3)coc12,-2.6,0.1,0.9,-3.4,86.3*,-2.91,1.4,8.9,4.0
CCOC(=O)N1CCN(C(=O)c2cnsn2)CC1,-2.6,1,0.7,-8.8,-0.2,-0.12,0.8,26.7,4.0
CCC1(C)Cc2c(sc3nnn(CC(=O)Nc4ccc(Cl)cc4)c(=O)c23)CO1 (stereo not drawn),-5.0,0.5,0.8,-3.2,49.3,-2.27,0.9,22.1,-10.0
O=C(Nc1ccncc1)Nc1ccc(F)cc1F,0.8,0.2,0,-1.8,82.8*,-0.34,1.1,97.0*,23.0
NNc1nnc(-c2ccccc2)c(-c2ccccc2)n1,-12.7,0.2,0.1,-9.8,79.4*,-1.95,1,87.9*,9.0
Cc1nc(NCCCN2CCOCC2)c2oc3ccccc3c2n1,6.8,x,x,4.6,x,1.08,x,x,-6.0
CCn1c(CNC(=O)c2ccco2)nnc1SCC(=O)Nc1cc(C(F)(F)F)ccc1Cl,1.2,1,0.7,-2.5,1.5,-0.25,1,31.7,3.0
Cc1ccc(OCC2Cn3c(nc4c3c(=O)n(C)c(=O)n4C)O2)cc1 (stereo not drawn),3.4,1,0.9,1.9,-1.1,0.63,1.4,11.3,6.0
Cc1ccc(-n2cc(C(C)(C)C)[nH]c2=S)cc1,1.4,1.4,0.4,2.0,-36.2,-0.24,1,59.8*,3.0
CCCCCCn1cc(C(=O)O)c(=O)c2ccccc21,4.4,0.9,0.7,3.5,8.5,0.24,0.9,32.7,5.0
C/C(=N\OC(=O)c1cccc(C)c1)c1sc(-c2ccccc2)nc1C,-2.4,0.6,0.5,3.6,40.2,0.46,1.1,52.4*,-10.0
CCCN(CCC)C(=O)Cn1ccc(=N)c2ccccc21,-0.3,1.1,1.1,12.4,-11.6,0.57,0.8,-14.0,-2.0
Cc1nnc(NC(=O)Oc2ccccc2)s1,-8.0,1.1,1.1,-2.7,-14.2,0.63,0.9,-8.4,-8.0
Oc1ccccc1N=Cc1ccc[nH]1,3.5,1.2,1,-1.8,-17.1,-0.06,1,0.7,22.0
COCC(=O)NC1CCN(C(=O)NCc2ccccc2)CC1,-1.3,1.1,1,-1.7,-6.2,0.77,1,0.0,-14.0
O=C(NCc1ccccn1)c1cc(-c2ccccc2)on1,-0.2,1.2,0.9,5.2,-16.2,-0.54,1.1,11.0,7.0
Cc1cc(-n2c(=O)c(C#N)cc3c(=O)n4ccccc4nc32)no1,-3.1,1.1,1.1,x,-7.7,0.88,1.5,-12.3,0.0
O=C1CC(c2cccc(Cl)c2)CC(O)=C1C=NCCCO (stereo not drawn),-2.7,2.7*,0.9,-2.4,-170.3,-0.58,1.2,10.6,1.0
Cc1ccc(C)c2[nH]c(=O)c(CCNC(=O)C(C)C)cc12,x,1.1,1.1,x,-12.8,x,1.3,-13.5,x
COc1ccc(C2C(C#N)=C(/N=C/N3CCN(C)CC3)OC3=C2C(=O)CC(C)(C)C3)cc1 (stereo not drawn),2.7,0.5,0.5,1.8,53.0*,-0.68,1.6,51.3*,7.0
CCSc1ccccc1C(=O)NCc1ccc(S(N)(=O)=O)cc1,4.1,0.9,1,0.5,8.2,-0.39,0.8,2.9,3.0
Cc1ccc(S(=O)(=O)Nn2c(C)ccc2C)cc1,11.4,0.8,0.4,-5.6,21.9,0.05,1.3,63.8*,8.0
CCOC(=O)C1CCN(S(=O)(=O)c2ccc(OC)c(Cl)c2Cl)CC1,3.6,1.2,1.1,-6.5,-23.0,-1.04,0.9,-13.6,3.0
CC(C)CCNC(=O)C(C)N(C(=O)Cn1nnc(-c2ccc(F)cc2)n1)C1CCCC1 (stereo not drawn),1.1,0.2,0.2,-1.8,77.2*,0.11,1.7,78.7*,-2.0
CCC1CCCCN1C(=O)CSc1nnc(-c2cccs2)o1 (stereo not drawn),-5.0,0.8,0,5.5,20.5,-0.12,1.1,98.0*,0.0
O=C(CN1CCC(n2nnc3cc(F)ccc32)CC1)NCCc1nc2ccccc2[nH]1,14.4,1,1,3.4,-2.6,0.13,1.2,-4.9,7.0
CC(C)c1ccc(NC(=O)C(c2ccc3c(c2)OCO3)N2CCCCC2)cc1 (stereo not drawn),-4.7,1,0.9,6.3,1.4,x,1.6,12.1,-16.0
CC(=O)Nc1ccc(S(=O)(=O)c2ccc(N)cc2)cc1,-1.9,1.1,0.7,2.7,-5.6,x,1,27.4,8.0
CCC(Sc1ncccc1C(=O)OC(C)C)C(=O)NCc1ccco1 (stereo not drawn),-3.6,0.5,0.5,-4.6,49.9,1.69,0.9,54.9*,4.0
CCOC(=O)CSc1n[nH]c(-c2cccnc2)n1,-4.2,1.1,1.1,1.0,-14.5,0.6,0.9,-12.9,4.0
Cc1nn(C)c(Oc2cccc(Cl)c2)c1C(=O)O,6.5,0.9,0.9,-0.6,9.1,0.18,1,6.2,-2.0
COc1ccc(C(=O)N2CCN(Cc3ccccc3C)CC2)cc1OC,-0.6,1.6,0.5,-1.5,-59.2,0.84,1.4,47.8,-2.0
Cc1ccc(SCC(=O)NCCSC(C)(C)C)cc1,7.0,0.6,0.7,-7.8,38.5,0.6,0.8,33.6,6.0
CN(c1ccc(C(=O)Nc2nccs2)cc1)S(=O)(=O)c1ccccc1,6.3,0.5,0.3,7.0,51.2*,-2.08,0.9,72.7*,0.0
CCCNC(=O)c1ccc2c(c1)C1C3CCC(C3)C1C(c1ccccc1)N2 (stereo not drawn),-3.1,0,0.1,5.8,100.0*,0.04,2.6*,88.7*,-25.0
COc1ccc2cc(C(=O)NCc3ccco3)c(=Nc3ccc(C(=O)O)cc3)oc2c1,5.3,0.7,0.9,x,29.9,-1.69,1.3,6.5,0.0
O=C(c1cnn2c(C(F)(F)F)cc(-c3ccco3)nc12)N1CCCc2ccccc21,-5.0,1.1,1,-3.9,-5.7,-0.61,0.9,4.5,-16.0
Cc1c(Nc2cc(N3CCCCCC3)c3nonc3c2[N+](=O)[O-])c(=O)n(-c2ccccc2)n1C,4.4,0.6,0.7,-2.1,39.7,-0.94,1,30.2,-9.0
O=C1CC(N2CCOCC2)C(=O)N1c1cc(Cl)cc(Cl)c1 (stereo not drawn),-1.9,1,0.6,x,2.8,-0.02,1.4,44.7,-1.0
Cc1n[nH]c(C)c1S(=O)(=O)N1CCN(C2CCCCC2)CC1,7.5,0.7,1,-2.8,28.5,-0.99,1.7,0.6,3.0
COc1ccc(NC(=O)c2cccnc2Nc2ccc(OC)cc2)cc1,-7.7,0.8,0.8,0.7,24.1,-0.68,0.7,19.6,-26.0
CCC(C)(C(=O)NC1CCCCC1)N(C(=O)c1cnccn1)c1c(C)n(C)n(-c2ccccc2)c1=O (stereo not drawn),0.3,1,1,-4.6,0.3,1,1.3,-2.4,8.0
c1ccc(CN2CCN(c3ncnc4nc[nH]c34)CC2)cc1,-2.4,1,0.6,x,3.5,x,2.1*,37.0,6.0
COc1ccc(CCNC(=S)Nc2cccc(C)c2C)cc1,8.9,0.7,0.4,-5.7,26.0,-0.61,0.6,57.8*,-10.0
CCN(CC)S(=O)(=O)c1ccc(C(=O)N2CCN=C2SCc2cccnc2)cc1,-5.2,0.5,0.6,-4.1,47.7,0.29,1.1,38.1,3.0
CC(C)(C)n1nnnc1CN1CCC(NC(=O)NC2CCCCC2)CC1,14.3,1,1,-8.8,1.7,0.61,1.1,1.9,2.0

# The list continues:
SMILES,PostGolgi yeast,CYP2C9 act,CYP2C19 activ,EphB4 antag,CYP2C9 inh,Pyk2 oligo antag,PLAP act,CYP2C19 inhib,E coli WT exp
CCOC(=O)c1ccc(NC(=O)Cn2nnc(-c3ccccc3C)n2)cc1,3.5,0.8,1,x,23.0,-0.28,1.4,3.1,-1.0
CCOC(=O)c1[nH]c2cc3c(cc2c1NC(=O)CN1CCC(C)CC1)OCO3,0.9,0.3,0.4,-6.7,67.8*,-0.7,0.9,61.4*,-4.0
O=[N+]([O-])c1ccc(-c2nnc(-c3ccccc3)c(N3CCOCC3)n2)cc1,7.5,0.7,1.1,-3.0,33.0,-1.28,0.8,-6.0,2.0
Cc1cc(N2CCC(C(=O)Nc3ccc(F)cc3)CC2)nc(-c2ccccc2)n1,-4.2,0.4,0.2,-2.9,62.3*,-0.04,1.1,81.9*,5.0

# Copied from the list:
# Under CYP2C19 inhib, CCOC(=O)c1[nH]c2cc3c(cc2c1NC(=O)CN1CCC(C)CC1)OCO3 shows 61.4*
# Under PLAP act, O=[N+]([O-])c1ccc(-c2nnc(-c3ccccc3)c(N3CCOCC3)n2)cc1 shows 0.8
# Under CYP2C19 inhib, CCOC(=O)c1ccc(NC(=O)Cn2nnc(-c3ccccc3C)n2)cc1 shows 3.1

# A portion from the list above:
SMILES,PostGolgi yeast,CYP2C9 act,CYP2C19 activ,EphB4 antag,CYP2C9 inh,Pyk2 oligo antag,PLAP act,CYP2C19 inhib,E coli WT exp
O=[N+]([O-])c1ccc(-c2nnc(-c3ccccc3)c(N3CCOCC3)n2)cc1,7.5,0.7,1.1,-3.0,33.0,-1.28,0.8,-6.0,2.0
Cc1cc(N2CCC(C(=O)Nc3ccc(F)cc3)CC2)nc(-c2ccccc2)n1,-4.2,0.4,0.2,-2.9,62.3*,-0.04,1.1,81.9*,5.0

# Screens: PubChem BioAssay, several laboratories
